L major viab: Leishmania major promastigote growth inhibition; AID 1063; inhibition, % at 10 µM; Leishmania major promastigotes, resazurin fluorescence viability; hit rate 9% among 200,000; in the data active means inhibition above about 50%;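 further: promastigotes grown with compound for 44 hours at 28 °C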
* = called active by the depositor.

Molecule: C=CCOc1nc2c(c(=O)n(Cc3ccc(Cl)c(Cl)c3)c(=O)n2C)n1C
  L major viab: -2
Molecule: O=[N+]([O-])c1ccc(-c2nnc(CSc3nc(-c4ccccc4)nc4ccc(F)cc34)o2)cc1
  L major viab: -1
Molecule: COc1ccc(C)cc1S(=O)(=O)N(C)CC(=O)N1CCCCC1
  L major viab: -6
Molecule: COc1ccc(/C=C/c2nc3sc4c(c3c(=O)o2)CCC4)cc1
  L major viab: -4
Molecule: Cn1nc(-c2ccccc2F)c2cc(C(=O)N3CCN(C(=O)c4ccco4)CC3)sc21
  L major viab: 13
Molecule: Cc1cc(C(=O)OCC(=O)N2C(C)CCCC2C)c(C)o1 (stereo not drawn)
  L major viab: 2
Molecule: CCCCC(=O)Nc1ccc(NC(=O)c2cccs2)cn1
  L major viab: 83*
Molecule: COc1cc(-c2cc(C(=O)N3CCN(c4ccccn4)CC3)c3ccccc3n2)cc(OC)c1OC
  L major viab: 11
Molecule: CN1CCc2c(sc3c2C(=O)NC(/C=C/c2ccco2)N3)C1 (stereo not drawn)
  L major viab: -1
Molecule: CC1CCc2c(sc3ncnc(N4CCN(S(=O)(=O)c5cccc6nonc56)CC4)c23)C1 (stereo not drawn)
  L major viab: 14
Molecule: Cc1ccc(NS(=O)(=O)c2ccc(C(=O)N3CCCN(C)CC3)cc2)cc1
  L major viab: 5
Molecule: CC1=C(C(=O)Nc2ccccc2)C(c2ccco2)NC(=O)N1 (stereo not drawn)
  L major viab: -4
Molecule: Cc1cc(NC(=O)C(C)C)ncc1NC(=O)CCc1ccccc1
  L major viab: 1
Molecule: CCOC(=O)c1cc(-c2ccc(F)cc2)n(CC(=O)Nc2nccs2)c1C
  L major viab: 14
Molecule: O=P1(c2ccccc2)C=Cn2c1cc1c2CCCC1 (stereo not drawn)
  L major viab: -4

An excerpt from above in order of length of the SMILES, ascending.
Molecule: CC1=C(C(=O)Nc2ccccc2)C(c2ccco2)NC(=O)N1 (stereo not drawn)
  L major viab: -4
Molecule: COc1ccc(/C=C/c2nc3sc4c(c3c(=O)o2)CCC4)cc1
  L major viab: -4
Molecule: C=CCOc1nc2c(c(=O)n(Cc3ccc(Cl)c(Cl)c3)c(=O)n2C)n1C
  L major viab: -2

Copied from the list.
Entry of CCCCC(=O)Nc1ccc(NC(=O)c2cccs2)cn1 in L major viab: 83*
Entry of Cc1cc(NC(=O)C(C)C)ncc1NC(=O)CCc1ccccc1 in L major viab: 1
Entry of CN1CCc2c(sc3c2C(=O)NC(/C=C/c2ccco2)N3)C1 (stereo not drawn) in L major viab: -1
Entry of COc1cc(-c2cc(C(=O)N3CCN(c4ccccn4)CC3)c3ccccc3n2)cc(OC)c1OC in L major viab: 11

Going on with the list:
Molecule: Cc1nc2c(sc3nc4c(cc32)COC(C)(C)C4)c(=O)n1CC(=O)NCc1ccco1
  L major viab: 11
Molecule: CC(C)Oc1ccc(CSc2nnc3n(C)c(=O)c4c5c(sc4n23)CCCC5)cc1
  L major viab: 0
Molecule: O=C(Cc1cccs1)Nc1nnc(COc2ccccc2)s1
  L major viab: 5
Molecule: COc1ccc(-c2nc(CSCC(=O)N3CCN(C4CCCCC4)CC3)c(C)o2)cc1OC
  L major viab: 2
Molecule: COc1ccc(C(=O)Nc2cccc([N+](=O)[O-])c2)cc1Br
  L major viab: -3
Molecule: CC(C)C1Cc2c(sc3c2c(=O)n(-c2ccccc2)c2nncn32)CO1 (stereo not drawn)
  L major viab: 1
Molecule: CC1(C)Cc2nc3[nH]c(=S)n(-c4ccccc4)c(=O)c3cc2CO1
  L major viab: 0
Molecule: CC1=CCC(C(C)(C)NC(=O)c2ccccc2)C/C1=N\O (stereo not drawn)
  L major viab: 8
Molecule: CNC(=O)CN(C#N)c1nc(N(C)C)nc(N(C)C)n1
  L major viab: 5
Molecule: CCN(CC)S(=O)(=O)c1ccc(S(=O)(=O)N(CC(=O)Nc2ccccc2)CC2CCCO2)cc1 (stereo not drawn)
  L major viab: 8
Molecule: Cc1nc2ccccn2c1/C(O)=C1\C(=O)C(=O)N(CCCN(C)C)C1c1ccc(F)cc1 (stereo not drawn)
  L major viab: -4
Molecule: CN(Cc1ccccc1)S(=O)(=O)c1ccc(S(=O)(=O)N2CCN(CCC#N)CC2)cc1
  L major viab: -3

Looked up one by one from the list above (two):
Molecule: COc1ccc(C)cc1S(=O)(=O)N(C)CC(=O)N1CCCCC1
  L major viab: -6
Molecule: Cn1nc(-c2ccccc2F)c2cc(C(=O)N3CCN(C(=O)c4ccco4)CC3)sc21
  L major viab: 13

A portion of the library; count on the stated rates, not on these rows.
